GASC-1 inh: inhibitors of human GASC-1 (JMJD2C) demethylase; inhibition, % at 2.35 µM; GST-JMJD2C(1-420) H3K9me3 demethylation, DELFIA europium; AID 2099; Q9H3R0; 330,000 tested, 0.069% active;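 active = more than half of a compound's replicate wells show inhibition beyond 50%, single wells judged on their own value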;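 also: signal counts dimethyl H3K9 product captured on neutravidin plate; 0% = median of DMSO wells and 100% = 0.3 times that DMSO median; strong numbers were not always called active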
Efflux pump mplx: antifungal efflux pump inhibition, Nile Red retention | S. cerevisiae Candida pump triplex | inhibition, % at 10 µM | AID 485275 | 330,000 tested, 0.44% active;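 active = plate passing quality check with inhibition over a set limit, or well fluorescence over plate mean plus 4 SD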;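 also: Nile Red retained in pooled yeast measured as flow cytometry median fluorescence; 0% = buffer negative control and 100% = Enniatin B positive control; higher means more Nile Red kept so more efflux inhibition; some compounds called inactive have numbers as strong as hits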
PP1 inh: counter-screen for PP5 inhibitors: inhibitors of human PP1-alpha | AID 2235 | 320,000 tested, 0.9% active | purified PP1alpha, OMFP fluorescence | inhibition, % at 6.7 µM | P62136;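 active = inhibition above the mean inhibition of all tested compounds plus 3 SD, computed separately for each screening campaign, cut at about 15% in these data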
Target sequence (P62136 whole entry, looked up): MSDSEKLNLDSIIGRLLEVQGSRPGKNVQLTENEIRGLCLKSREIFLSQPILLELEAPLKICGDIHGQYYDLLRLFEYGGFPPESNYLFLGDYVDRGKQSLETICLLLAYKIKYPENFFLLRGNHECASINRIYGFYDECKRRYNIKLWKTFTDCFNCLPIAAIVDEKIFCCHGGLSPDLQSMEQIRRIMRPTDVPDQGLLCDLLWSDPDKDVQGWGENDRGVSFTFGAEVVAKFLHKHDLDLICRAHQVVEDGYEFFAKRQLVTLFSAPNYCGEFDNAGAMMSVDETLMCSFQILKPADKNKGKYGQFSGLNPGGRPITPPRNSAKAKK
CTSL1 counter: counter-screen for PFM18AAP inhibitors: inhibitors of F. hepatica cathepsin L1; 300,000 tested, 0.49% active; inhibition, % at 5.96 µM; recombinant F. hepatica cathepsin L1, Z-Leu-Arg-MCA fluorescence;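 active = inhibition above the mean of all tested compounds plus 3 SD, set per screening campaign, cut at about 17% in these data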;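 also: 0% = plate median of test compound wells and 100% = 1 µM Z-Phe-Ala-diazomethylketone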
PP5 primary: PP5 (human) phosphatase inhibition. inhibition, % at 6.7 µM. 320,000 tested, 0.18% active. AID 1987. purified PP5c, OMFP substrate fluorescence. P53041;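 active = inhibition above the campaign's mean inhibition across all tested compounds plus 3 SD, cut at about 9.5% in these data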;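 also: 0% = DMSO only and 100% = 100 µM cantharidin control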
procasp7 counter: counter-screen: procaspase-7 (human) activation. recombinant procaspase-7, Ac-DEVD-pNA absorbance 405 nm; D23A/D198A/D206A triple mutant, cannot self-cleave; scale: DMSO 0, 5 µM enzyme 100. activation, % at 8.5 µM. 330,000 tested, 0.093% active. AID 463210;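 active = percent activation above the screen-wide mean plus 3 SD, cut at about 25% in these data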
Target sequence (P55210 whole entry D23A/D198A/D206A): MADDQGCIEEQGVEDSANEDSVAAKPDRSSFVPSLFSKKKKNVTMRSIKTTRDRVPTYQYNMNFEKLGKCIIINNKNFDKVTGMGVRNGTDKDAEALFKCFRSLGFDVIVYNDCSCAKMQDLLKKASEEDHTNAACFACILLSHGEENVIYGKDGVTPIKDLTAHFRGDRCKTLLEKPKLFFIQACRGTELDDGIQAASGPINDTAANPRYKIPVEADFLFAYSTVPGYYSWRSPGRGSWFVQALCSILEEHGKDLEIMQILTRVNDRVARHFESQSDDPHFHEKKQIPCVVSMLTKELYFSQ
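Material: Procaspase-7 triple mutant (PC-7 D3A) | Quantity: 2 µM procaspase-7 mutant as dispensed | Reagent: DEVD-pNA substrate | Times: 1 h preincubation, 2 h reaction | Technique: 405 nm absorbance of p-nitroaniline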
core dimer inh: blocks dimerization of HCV core protein; TR-FRET GST/Flag-core106 dimerization, 1536-well; 300,000 tested, 0.33% active; inhibition, % at 5 µM;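 active = inhibition above the mean of all tested compounds plus 3 SD, set per screening campaign, cut at about 45% in these data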
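Assay system: tagged HCV core106 pair (GST and Flag); medium: KF-containing HEPES buffer, pH 7.45, DTT, CHAPS, BSA; also added: Eu donor and XL665 acceptor anti-tag antibodies; dosing: 5 µM single dose; timing: compound-protein-antibody incubation 4 h at 22.5 °C; signal: TR-FRET 671 and 617 nm emission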
TPT1 inhibitor: blocks Candida albicans tRNA 2'-phosphotransferase; recombinant caTPT1, FP RNA substrate dephosphorylation; inhibition, % at 5 µM; 300,000 tested, 0.81% active; AID 1962;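 active = inhibition above the mean of all tested compounds plus 3 SD, set per screening campaign, cut at about 24% in these data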;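 also: plate controls were DMSO alone for no effect and ferristatin control at 100 nM for full effect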
procasp3 activ: activators of human procaspase-3; P42574; recombinant procaspase-3 D3A, Ac-DEVD-pNA absorbance 405 nm; activation, % at 8.5 µM; 330,000 tested, 0.11% active; AID 463141;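 active = activation above the mean of all tested compounds plus 3 SD, cut at about 21% in these data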;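 also: 0% = DMSO alone and 100% = DMSO wells spiked with extra 5 µM PC-3 D3A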
Target sequence (P42574 whole entry D9A/D28A/D175A): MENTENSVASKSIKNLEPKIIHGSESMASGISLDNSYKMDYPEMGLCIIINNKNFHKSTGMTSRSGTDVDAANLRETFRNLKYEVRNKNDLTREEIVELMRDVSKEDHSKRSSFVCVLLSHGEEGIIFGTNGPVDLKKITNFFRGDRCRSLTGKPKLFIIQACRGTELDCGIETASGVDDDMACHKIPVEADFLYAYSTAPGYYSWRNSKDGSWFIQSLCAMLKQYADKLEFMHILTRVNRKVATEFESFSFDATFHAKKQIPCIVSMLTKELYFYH
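material = Procaspase-3 D3A mutant | probe or stimulus = Ac-DEVD-pNA | compound = single dose, 8.5 µM nominal compound, 0.8% DMSO | timing = 1 h preincubation, 2 h reaction | measured by = 405 nm absorbance of p-nitroaniline, reads at 0 and 120 min | benchmarks = DMSO-only low control, 5 µM PC-3 D3A high control | repeats = singlicate, each compound tested once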
* marks the source's active call; other numbers are inactive results; . = not tested or not shown.

(1) Cc1ccc(NC(=O)c2c(F)cccc2Cl)cc1NS(C)(=O)=O
(2) COc1ccc(S(=O)(=O)N(CC(=O)NCc2ccccn2)c2ccc(Cl)cc2)cc1
(3) C=CCOc1ccc(/C=N/NC(=O)C(C)Sc2ccccn2)cc1OC (configuration not stated)
(4) C#CCOCCOCCOCCNc1nc(N2CCN(C(=O)Cn3cc(CC(C)O)nn3)CC2)nc(N2CCN(C(=O)[C@H](C)n3cc(CCCN=C(N)N)nn3)CC2)n1 (some centres not stated)
(5) COCCCNc1oc(-c2ccccc2Cl)nc1C#N
(6) O=[N+]([O-])c1cc(Cl)cc2c1nc(NCCO)c1ccccc12

screen / no.	1	2	3	4	5	6
GASC-1 inh	1	0	4	4	-1	-3
Efflux pump mplx	0.0	0.0	-0.2	0.0	0.0	-0.2
PP1 inh	-5	4	-5	1	-3	3
CTSL1 counter	1	-1	-2	-4	2	4
PP5 primary	-1.2	0.6	1.4	-0.7	1.1	2.7
procasp7 counter	4	-4	-4	-4	1	3
core dimer inh	2	-8	-7	1	1	4
TPT1 inhibitor	1	-3	-2	0	-4	2
procasp3 activ	-4	6	2	-3	3	-2

(7) CCNc1nc(Oc2ccc(C(=O)OC)cc2)nc(SC)n1
(8) CCOc1ccccc1N(CC(=O)NC1CCCC1)C(=O)CCC(=O)Nc1cc(C)on1
(9) Cc1nc2ccccn2c1C(=O)OCC#N
(10) COc1ccc(NC(=O)CN(C)C(=O)c2cccnc2Sc2ccc(C)c(C)c2)cc1
(11) COc1ccc(C(=O)Nc2ccc(OCc3ccccc3)cc2)cc1[N+](=O)[O-]
(12) Cc1ccc(-c2nn(C)c(=O)c3ccccc23)cc1CNC(=O)c1ccco1

screen / no.	7	8	9	10	11	12
GASC-1 inh	5	-6	4	-7	1	1
Efflux pump mplx	-0.1	0.1	-0.2	0.0	0.0	0.0
PP1 inh	-2	-4	-1	-4	-3	0
CTSL1 counter	2	2	3	3	0	5
PP5 primary	0.8	-2.6	0.3	2.7	0.8	0.9
procasp7 counter	2	12	10	-2	14	4
core dimer inh	-2	10	0	-2	0	2
TPT1 inhibitor	-2	-6	0	-1	1	1
procasp3 activ	4	4	-5	-4	-1	1

(13) CC1CCc2nc3ccccc3c(C(=O)OCC(=O)NC3CCS(=O)(=O)C3)c2C1 (configuration not stated)
(14) CCC1(c2ccccc2)NC(=O)N(CC(=O)NCc2ccncc2)C1=O (configuration not stated)
(15) Cc1ccc(C2C(C#N)=C(N)N(c3ncn[nH]3)C3=C2C(=O)CC(C)(C)C3)cc1 (configuration not stated)
(16) COc1ccc2oc(=N)c(-c3nnc4n3CCCCC4)cc2c1
(17) NC(=O)C1CCCN(CC(=O)N2CCN(c3ccccc3)CC2)C1 (configuration not stated)
(18) CCCOc1ccc(Oc2ccc(S(=O)(=O)N3CCN(C)CC3)cn2)cc1

screen / no.	13	14	15	16	17	18
GASC-1 inh	10	-4	-2	2	2	-1
Efflux pump mplx	0.0	-0.1	-0.1	-0.1	-0.1	0.1
PP1 inh	0	2	-2	1	-3	-3
CTSL1 counter	-3	1	0	-1	1	7
PP5 primary	-1.0	2.0	-0.4	-1.6	-0.3	1.1
procasp7 counter	1	7	17	6	-4	8
core dimer inh	3	-3	-1	1	8	-1
TPT1 inhibitor	3	3	3	-1	2	0
procasp3 activ	-1	-14	-4	10	-1	14

(19) CCC(CC)C(=O)NC12CC3CC(CC(C3)C1)C2
(20) O=C(Nc1ccc2[nH]ncc2c1)C1CCC1
(21) CC1CCC2C(=O)N(c3ccc(NC4CCN(Cc5ccccc5)CC4)c([N+](=O)[O-])c3)C(=O)C2C1 (configuration not stated)
(22) COC(=O)CSc1ncnc2c1sc1nc(N3CCOCC3)c3c(c12)CCCC3
(23) COc1cccc(C2/C(=C(/O)c3cnn(-c4ccccc4)c3C)C(=O)C(=O)N2CCN(C)C)c1OC (configuration not stated)
(24) O=C(c1cccc([N+](=O)[O-])c1)N1CCOCC1

screen / no.	19	20	21	22	23	24
GASC-1 inh	0	-1	-10	10	-5	2
Efflux pump mplx	-0.4	0.0	0.1	0.4	0.0	0.4
PP1 inh	-4	-6	0	-5	-2	0
CTSL1 counter	1	1	8	-4	-1	1
PP5 primary	2.9	2.3	1.0	1.9	1.3	-2.1
procasp7 counter	3	-8	-7	-4	12	4
core dimer inh	4	2	1	31	7	-8
TPT1 inhibitor	-6	-2	1	2	-1	-1
procasp3 activ	7	3	-2	-6	2	5

(25) Cc1ccc(C(=O)N2CC(C)CC(C)C2)cc1S(=O)(=O)N1CCCCC1 (configuration not stated)
(26) COc1ccc(C2(C)CC(C)(C)Nc3ccccc32)cc1 (configuration not stated)
(27) CCOC(=O)C1C(=O)C=C(c2ccc(C)cc2)CC1c1cccc([N+](=O)[O-])c1 (configuration not stated)
(28) COc1ccc(-c2cc(C(=O)NC(C)c3ccccn3)c3ccccc3n2)cc1OC (configuration not stated)
(29) Cn1nc(C(F)(F)F)c(/C=N/OCc2c(Cl)cccc2Cl)c1Cl
(30) CCOC(=O)C1CCN(S(=O)(=O)c2ccc3[nH]c4c(c3c2)CCCC4)CC1

screen / no.	25	26	27	28	29	30
GASC-1 inh	-1	13	6	2	3	22
Efflux pump mplx	0.1	-0.2	-0.3	0.1	0.1	0.2
PP1 inh	-3	-1	3	-3	5	4
CTSL1 counter	.	-2	-2	.	4	5
PP5 primary	0.8	2.2	-0.3	2.1	6.5	5.7
procasp7 counter	6	6	-15	4	-5	-13
core dimer inh	.	-14	7	.	-7	9
TPT1 inhibitor	.	0	0	.	-5	2
procasp3 activ	9	7	-2	-11	-8	1

Given with values under each structure: part of the list above
Every second line gives: GASC-1 inh, Efflux pump mplx, PP1 inh, CTSL1 counter, PP5 primary, procasp7 counter, core dimer inh, TPT1 inhibitor, procasp3 activ
1. Cc1ccc(NC(=O)c2c(F)cccc2Cl)cc1NS(C)(=O)=O
 : 1, 0.0, -5, 1, -1.2, 4, 2, 1, -4
2. COc1ccc(S(=O)(=O)N(CC(=O)NCc2ccccn2)c2ccc(Cl)cc2)cc1
 : 0, 0.0, 4, -1, 0.6, -4, -8, -3, 6
3. C=CCOc1ccc(/C=N/NC(=O)C(C)Sc2ccccn2)cc1OC (configuration not stated)
 : 4, -0.2, -5, -2, 1.4, -4, -7, -2, 2

More entries follow:
(31) CSCCC(NC(=O)c1ccccc1)C(=O)NC1CCCC1 (configuration not stated)
(32) CCOc1ccc(NC(=S)NC(C)c2cccs2)cc1 (configuration not stated)
(33) Cc1c(Cl)cnc(NC(=O)COC(=O)C2CCCC2)c1Cl
(34) COC(=O)Nc1nc2ccc(-c3n[nH]c(=O)c4ccccc34)cc2[nH]1
(35) CCc1ccc(S(=O)(=O)NCCc2cn3ccc(C)cc3n2)s1
(36) CCC1(c2ccc(F)cc2)NC(=O)N(CC(=O)N(C)C2CCS(=O)(=O)C2)C1=O (configuration not stated)

screen / no.	31	32	33	34	35	36
GASC-1 inh	-2	1	2	8	7	-3
Efflux pump mplx	-0.1	-0.5	-0.1	-2.5	-0.1	-0.2
PP1 inh	5	-4	.	3	-4	-4
CTSL1 counter	0	-4	.	0	-4	-4
PP5 primary	-3.0	-2.6	.	1.5	-0.5	-1.3
procasp7 counter	0	-7	-3	-8	1	1
core dimer inh	-5	0	.	-1	-5	0
TPT1 inhibitor	-3	-7	.	-4	2	-3
procasp3 activ	-12	-1	7	2	8	2

Of the compounds above, these have a cyano group:
(5) COCCCNc1oc(-c2ccccc2Cl)nc1C#N
(9) Cc1nc2ccccn2c1C(=O)OCC#N
(15) Cc1ccc(C2C(C#N)=C(N)N(c3ncn[nH]3)C3=C2C(=O)CC(C)(C)C3)cc1 (configuration not stated)

screen / no.	5	9	15
GASC-1 inh	-1	4	-2
Efflux pump mplx	0.0	-0.2	-0.1
PP1 inh	-3	-1	-2
CTSL1 counter	2	3	0
PP5 primary	1.1	0.3	-0.4
procasp7 counter	1	10	17
core dimer inh	1	0	-1
TPT1 inhibitor	-4	0	3
procasp3 activ	3	-5	-4

Continuation.
(37) Fc1ccc(-[n+]2nc(Nc3ccccc3)sc2-c2c(Cl)cccc2Cl)cc1
(38) CN(C)/C=C1\N=C(c2ccc3c(c2)OCO3)OC1=O
(39) Cc1cc(N2CCN(C(=O)c3cccs3)CC2)c(F)cc1[N+](=O)[O-]
(40) COCCNC(=O)c1ccccc1NC(=O)c1ccccc1N(C)S(=O)(=O)c1ccccc1
(41) COc1ccccc1N1CCN(C(=O)c2cc(-c3ccccc3O)on2)CC1
(42) Cc1ccc(-c2ccc(/C=N/NC(=O)c3ccccc3O)o2)cc1
(43) O=S(=O)(NCc1cc(-c2ccc(Cl)cc2)no1)c1ccc(Cl)cc1
(44) COc1ccc(/C=C2\CCCc3c2nc2ccccc2c3C(=O)OCC(=O)c2c(N)n(C)c(=O)n(C)c2=O)cc1
(45) N#C/C(=N\Nc1ccccc1)C(N)=S

screen / no.	37	38	39	40	41	42	43	44	45
GASC-1 inh	1	-2	-2	-4	2	-2	1	29	4
Efflux pump mplx	-0.1	0.1	0.0	0.0	0.1	0.0	-0.1	-1.3	0.0
PP1 inh	13	5	-2	1	9	-1	2	0	-4
CTSL1 counter	-1	5	1	-1	-2	4	7	1	4
PP5 primary	-5.2	2.3	-0.2	-0.3	4.7	0.1	-2.5	2.7	-2.1
procasp7 counter	-9	-3	0	3	8	-11	0	-20	-23
core dimer inh	-12	2	2	-3	-1	1	1	13	-13
TPT1 inhibitor	0	3	5	-2	0	4	-2	-1	-1
procasp3 activ	-2	2	-4	5	1	-6	-1	-2	-11

Screens from PubChem BioAssay.

Compounds were not picked by outcome; about 2.9% have a hit in one of these screens.
